Screens deposited in PubChem by several laboratories.
NOD2 inhibition: NOD2 signaling inhibitors, cell-based, luminescence, uHTS, HEK293 (AID 1566); 290,000 compounds, 0.63% hits; HEK293 NOD2/NF-kB luciferase reporter, luminescence; higher % means a stronger effect; inhibition, % at 4 µM; hits with a dose series show EC50 in µM; in the data active = inhibition above about 50%; note: many of its hits are not listed in these tables
NOD1 inhibition: NOD1 signaling inhibitors, primary screen, cell-based, luminescence, uHTS (AID 1578); NOD1-driven NF-kB luciferase reporter cells, luminescence; higher % means a stronger effect; one-dose inhibition, % at 4 µM; EC50 in µM for titrated hits; 290,000 compounds, 1% hits; in the data active = inhibition mostly above about 36%, no sharp cut-off; inactive = mostly below about 34%;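 note: HEK-293T reporter cells stimulated with the NOD1 agonist gamma-tri-DAP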
Dynein transport: blocks dynein driven cargo transport along microtubules; 3617.4 mouse cells, GR-EGFP nuclear translocation imaging; test concentration mostly 20 µM; stimulated with dexamethasone, 1 µM; hits give low values; z-score, hits read low; 220,000 compounds, 0.47% hits;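 active = plate z-score of nuclear minus cytoplasmic receptor signal below a set negative limit, without overly bright fluorescence or cell loss, cut at about -3.5 in these data, passing the limit was not always enough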;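 note: z-score of nuclear minus cytoplasmic ring GR-EGFP intensity difference per well; some compounds called inactive have numbers as strong as hits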
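Schedule: 48 h induction, then 1 h compound, then 30 min agonist, 37 °C. Buffer or medium: tetracycline-free induction medium containing charcoal-stripped FBS. Reagent: 1.0 µM final dexamethasone stimulus. Evaluation: nuclear versus cytoplasmic GR-EGFP signal, averaged per well. Signal: high-content fluorescence imaging after fixation.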
MT stabilizer: microtubule stabilization, imaging screen; HeLa tubulin immunostaining HCS, 24 h; share of cells brighter than vehicle mean+2SD; 200,000 compounds, 0.83% hits; AID 2205; % tubulin-high responders, % at 10 µM;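 active = plate Z-score above 3 for both tubulin-high and condensed-nucleus cell shares, with cell loss under 80%, at 10 µM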;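 note: anti alpha tubulin signal scored within the nucleus-defined area of each cell; some results filed as inactive read as strong as hits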
b-catenin transl: alters nuclear translocation of beta-catenin in HeLa cells; nuclear translocation activity, % at 5 µM; 190,000 compounds, 0.3% hits; immunofluorescence imaging; AID 1665;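 active = nuclear translocation activity above 50% at 5 µM, with a well cell count of 50 or more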;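 note: per-cell ratio of nuclear to cytoplasmic median beta-catenin stain intensity; plate controls were DMSO negative control for no effect and GSK-3 inhibitor IX positive control for full effect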
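Signal – beta-catenin immunofluorescence imaging with DAPI · Test system – human HeLa cell line · Dosing – 5 µM primary single dose, 0.1% DMSO, 0.02–20 µM confirmation series · Measure – % activation, nuclear-to-cytoplasmic median beta-catenin signal ratio per cell · Incubation – 24 h compound exposure at 37°C, 5% CO2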
Insulin prom up: MIN6 insulin promoter up-regulation; AID 1625; z-score at 5 µM; MIN6 insulin promoter-GFP reporter, high-content imaging; hits give high values; 190,000 compounds, 0.3% hits;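 active = z-score above 3 at 5 µM with at least 500 cells counted in the well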
Autophagy HCS: autophagy modulation, high-content screen. AID 463193. 190,000 compounds, 0.98% hits. calls only at 10 µM (by protocol). MEF GFP-LC3 puncta imaging; test concentration mostly 10 µM;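 active = percentage of spot-positive cells more than 3 SD above its plate mean, without a fluorescence outlier flag or 80% toxicity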;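 note: spot-positive cell cutoff set from DMSO-treated cells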
Yfh1-off respiration: mitochondrial function rescue without frataxin homolog – Friedreich's ataxia, plus single-dose screen, dose response (AID 1465); one-dose fold induction at 50 µM; EC50 in µM for titrated hits; S. cerevisiae Yfh1-off respiration, WST-1 reduction, 72 h; higher fold induction means a stronger effect; 220,000 compounds, 0.074% hits;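 active = fold induction of absorbance versus untreated yeast above a set limit, then at least 30% activation at any dose in follow-up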;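 note: activators that raise dye reduction in frataxin-depleted yeast; strong numbers were not always called active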
P. falciparum M17LAP: P. falciparum M17LAP inhibitors, primary screen, biochemical, fluorogenic H-Leu-NHMec substrate, 1536-well (AID 1619) | recombinant M17LAP, H-Leu-NHMec fluorogenic kinetic assay; higher % means a stronger effect | inhibition, % at 30 µM; hits with a dose series show IC50 in µM | 220,000 compounds, 0.38% hits;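 active = compound inhibiting the enzyme by more than half at any dose during confirmatory dose-response retesting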;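 note: plate controls were full reaction with DMSO carrier for no effect and no enzyme background for full effect; strong numbers were not always called active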
Dynein transport cytoplasmic EGFP: second read-out of Dynein transport, no call of its own (marks repeat the call); z-score; measured here: cytoplasmic GR-EGFP intensity; hits give high values
Dynein transport nuclear GR-EGFP: recorded beside Dynein transport, whose call it bears; z-score; measured here: nuclear GR-EGFP intensity;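 lower value marks the stronger effect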
Dynein transport cell count: second read-out of Dynein transport, no call of its own (marks repeat the call); z-score; measured here: cell count per field
Insulin prom up cell count: second read-out of Insulin prom up, no call of its own (marks repeat the call); cell count; measured here: cytotoxicity, nuclei count;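 total cells summed across four imaged fields per well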
b-catenin transl cell count 5 µM: second read-out of b-catenin transl, no call of its own (marks repeat the call); cell count; measured here: cell count, cytotoxicity flag
MT stabilizer Hoechst-high %: recorded beside MT stabilizer, whose call it bears; % Hoechst-high responders; measured here: nuclear condensation Hoechst responders;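 share of cells brighter than vehicle mean plus two SD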
MT stabilizer cytotoxicity %: also measured in MT stabilizer; calls as there; toxicity, %; measured here: cytotoxicity by cell density;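 0% = mean cell density of plate MIN control wells and 100% = no cells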
Autophagy HCS cell loss 18 h: recorded beside Autophagy HCS, whose call it bears; toxicity, %; measured here: cell loss, nuclei count;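 cell loss after 18 h compound exposure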
* hit, by the source's call; i = inactive; x = no result given. The list is partial; rates above refer to the full screens.

The opening five entries as a preview:
SMILES	NOD2 inhibition	NOD1 inhibition	Dynein transport	Dynein transport cytoplasmic EGFP	Dynein transport nuclear GR-EGFP	Dynein transport cell count	MT stabilizer	MT stabilizer Hoechst-high %	MT stabilizer cytotoxicity %	b-catenin transl	b-catenin transl cell count 5 µM	Insulin prom up	Insulin prom up cell count	Autophagy HCS	Autophagy HCS cell loss 18 h	Yfh1-off respiration	P. falciparum M17LAP
O=C(Nc1cnn(Cc2ccc(Cl)cc2)c1)c1ccc([N+](=O)[O-])cc1	5.0%	14.9%	0.616	-0.157	0.685	0.189	2.1	2.2	7.7	-1.4	1400	-0.14	1514	i	7.9	i	1.3%
COCCCNC(=O)Cn1cc2c(n1)CCCCC2	7.6%	9.9%	0.48	-0.168	0.436	-0.502	3.7	2.0	8.3	4.3	1130	-0.92	1538	i	-4.1	i	4.8%
Cc1nnc(SCc2cc(=O)[nH]c(N3CCCCC3)n2)s1	x	x	2.82	-0.0442	2.39	-1.53	3.8	3.5	13.7	x	x	x	x	i	1.4	i	x
CCCc1cc2c(cc1NC(=O)c1ccccc1F)OCO2	9.8%	-17.0%	-0.628	-0.313	0.545	0.707	3.8	1.5	2.3	0.1	493	-0.02	1220	i	21.6	i	1.2%
O=C(N/N=C/c1ccncc1)c1ccccc1[N+](=O)[O-]	10.7%	-22.8%	-0.0654	-0.279	0.089	-0.0872	3.4	2.5	8.3	4.3	488	x	x	i	-3.8	i	7.6%

Results, from the first entry:
SMILES	NOD2 inhibition	NOD1 inhibition	Dynein transport	Dynein transport cytoplasmic EGFP	Dynein transport nuclear GR-EGFP	Dynein transport cell count	MT stabilizer	MT stabilizer Hoechst-high %	MT stabilizer cytotoxicity %	b-catenin transl	b-catenin transl cell count 5 µM	Insulin prom up	Insulin prom up cell count	Autophagy HCS	Autophagy HCS cell loss 18 h	Yfh1-off respiration	P. falciparum M17LAP
O=C(Nc1cnn(Cc2ccc(Cl)cc2)c1)c1ccc([N+](=O)[O-])cc1	5.0%	14.9%	0.616	-0.157	0.685	0.189	2.1	2.2	7.7	-1.4	1400	-0.14	1514	i	7.9	i	1.3%
COCCCNC(=O)Cn1cc2c(n1)CCCCC2	7.6%	9.9%	0.48	-0.168	0.436	-0.502	3.7	2.0	8.3	4.3	1130	-0.92	1538	i	-4.1	i	4.8%
Cc1nnc(SCc2cc(=O)[nH]c(N3CCCCC3)n2)s1	x	x	2.82	-0.0442	2.39	-1.53	3.8	3.5	13.7	x	x	x	x	i	1.4	i	x
CCCc1cc2c(cc1NC(=O)c1ccccc1F)OCO2	9.8%	-17.0%	-0.628	-0.313	0.545	0.707	3.8	1.5	2.3	0.1	493	-0.02	1220	i	21.6	i	1.2%
O=C(N/N=C/c1ccncc1)c1ccccc1[N+](=O)[O-]	10.7%	-22.8%	-0.0654	-0.279	0.089	-0.0872	3.4	2.5	8.3	4.3	488	x	x	i	-3.8	i	7.6%
C=CCNC(=O)CN1CCC(n2c(C)nc3cc(C(F)(F)F)ccc32)CC1	-4.4%	28.2%	-1.02	0.126	-0.257	0.109	1.6	1.9	6.3	-4.1	1046	0.15	814	i	-0.8	i	-3.9%
O=C(CSc1nc2ccccc2o1)N1CCN(c2ccccc2)CC1	2.1%	-17.6%	0.369	-0.0522	0.0886	0.634	2.5	1.8	3.9	-0.9	973	0.86	1603	i	2.7	i	10.1%
O=C(Cc1cn2ccsc2n1)Nc1nc2c(s1)CN(Cc1ccccc1)CC2	3.5%	-18.8%	0.209	-0.176	0.304	0.907	1.8	1.6	1.4	-0.7	1183	0.26	1025	i	16.0	i	10.0%
CCOc1cc(C2Nc3ccccc3C(=O)N2c2ccccc2)ccc1O (stereo not given)	-12.1%	-0.2%	-0.196	-0.184	0.117	-0.436	1.2	1.4	0.5	0.0	1175	-1.29	937	i	-0.6	i	-2.5%
O=C(N/C(=C\c1ccc(F)cc1)C(=O)N1CCCCCC1)c1ccccc1	7.9%	-16.6%	-0.583	-0.129	-0.295	1	2.5	2.3	13.1	-0.4	1036	-0.89	1149	i	0.9	i	3.6%
CCC(C)OC(=O)C1=C(C)NC2=C(C(=O)C(C(=O)OC)C(C)C2)C1c1ccc(N(C)C)cc1 (stereo not given)	13.4%	-8.0%	1.31	-0.145	0.995	-1.44	4.0	1.4	3.0	1.7	911	0.65	1925	i	-1.7	i	2.0%
CC(C)[C@H](NC(=O)NCCc1ccccc1)C(=O)O	20.5%	-10.5%	0.011	-0.141	-0.097	0.29	2.4	1.4	8.9	-0.9	1118	0.04	1832	i	-4.1	i	3.7%
Cc1cc(=O)oc2cc(OCC(=O)N/N=C/c3cc([N+](=O)[O-])ccc3O)ccc12	5.0%	4.8%	0.0677	-0.28	0.101	0.251	7.4	3.0	2.2	1.6	1122	-0.23	1436	i	14.7	i	1.3%
CC(C)C(=O)Nc1cccc(C(=O)Nc2nnc(C(C)(C)C)s2)c1	-8.9%	-11.5%	1.55	-0.243	-0.402	0.0891	3.3	2.0	1.3	2.0	1363	-1.09	1383	i	0.5	i	10.5%
O=C(NCc1ccco1)/C(=C\C=C\c1ccccc1)NC(=O)c1ccco1	24.8%	-4.9%	-0.739	-0.259	-0.406	0.999	x	x	x	0.1	1318	-0.19	1058	x	x	i	18.4%
NS(=O)(=O)c1ccc(CCNC(=O)C2CCC(CNS(=O)(=O)c3ccc(Br)s3)CC2)cc1 (stereo not given)	5.3%	-7.7%	-0.149	-0.293	-0.0561	-0.105	2.1	2.6	5.8	-2.0	1118	1.02	1272	i	-3.1	i	1.2%
Cc1ccc(-n2nnnc2SCC(=O)c2cc(C)n(-c3cc(C)on3)c2C)cc1	29.5%	6.0%	-0.423	-0.141	0.0506	0.0663	7.5*	20.1*	17.0*	5.7	1158	0.15	1208	i	7.8	i	-2.9%
CCOC(=O)c1ccc(NC(=O)COc2ccccc2CNC2CCCC2)cc1	-11.1%	-23.9%	-0.707	-0.29	0.173	0.911	2.8	3.1	7.9	-3.5	1055	-1.14	1489	i	-3.9	i	-1.7%
Cc1nc(C/C(=N\N)c2ccc(O)cc2O)cs1	7.9%	-22.0%	0.309	-0.361	-0.366	-0.0489	1.9	2.8	4.1	-1.8	1094	0.87	1294	i	-9.8	i	6.7%
CC(C)N1CCN(Cc2ccc3c(c2)Cc2ccccc2-3)CC1CCO (stereo not given)	-10.5%	-36.4%	-0.835	-0.104	-0.473	-0.257	3.1	2.3	12.0	0.3	1586	-0.24	1226	i	-5.9	i	4.9%
CSc1ccccc1NC(=O)Nc1cccc(F)c1	-16.4%	-27.8%	-0.197	-0.345	0.156	0.1	2.2	2.2	7.2	1.0	993	-1.2	1516	i	7.7	i	-5.5%
CC1CC(=O)NN=C1c1ccc(N(C)C)c([N+](=O)[O-])c1 (stereo not given)	6.5%	-17.2%	-0.284	-0.203	-0.416	-0.086	3.3	2.2	15.7	1.4	677	0	2007	i	8.1	i	26.2%
c1ccc2[nH]c(NN=C3CCCCCC3)nc2c1	-59.2%	-11.4%	0.698	-0.319	0.633	0.0896	3.6	1.6	10.2	1.6	1021	0.66	1056	i	9.6	i	4.2%
CC1=C(C#N)C(NC(=O)c2ccc(Cl)cc2)(C(F)(F)F)C(=O)N1 (stereo not given)	5.3%	-18.5%	-0.321	-0.281	-0.0161	0.179	4.1	2.6	0.1	0.6	964	0.25	1251	i	7.4	i	-5.6%
O=C(c1cc(-c2ccc(F)cc2)on1)N1CCCc2ccccc21	-27.1%	-15.1%	-1.03	-0.308	0.161	0.525	1.8	1.5	12.1	-2.1	1149	-1.21	1315	i	-1.6	i	1.4%

Further entries follow:
SMILES	NOD2 inhibition	NOD1 inhibition	Dynein transport	Dynein transport cytoplasmic EGFP	Dynein transport nuclear GR-EGFP	Dynein transport cell count	MT stabilizer	MT stabilizer Hoechst-high %	MT stabilizer cytotoxicity %	b-catenin transl	b-catenin transl cell count 5 µM	Insulin prom up	Insulin prom up cell count	Autophagy HCS	Autophagy HCS cell loss 18 h	Yfh1-off respiration	P. falciparum M17LAP
CCn1c(SCC(=O)N2CCOCC2)nnc1-c1cccs1	5.3%	-4.3%	-1.22	-0.242	-0.439	2.6	1.5	1.0	10.6	-2.3	1177	0.5	1090	i	17.5	i	-1.9%
COc1cccc(-c2nnc(SCc3cccnc3)o2)c1	-23.7%	-28.9%	0.649	-0.2	0.672	0.511	3.5	1.2	3.9	0.8	819	2.14	849	i	5.8	i	0.9%
COC(=O)COc1cccc(NS(=O)(=O)c2ccc(NC(C)=O)cc2)c1	-2.2%	-8.2%	-0.606	-0.251	-0.248	-0.356	3.0	1.5	5.1	x	x	-0.35	1204	i	2.9	i	-5.0%
CCOc1ccccc1-n1c(=O)c2ccccc2c2ccccc2c1=O	-4.2%	2.3%	-0.342	-0.205	-0.00196	-0.658	2.6	1.8	8.9	-0.3	941	0.05	1386	i	2.0	i	15.4%
CCOC(=O)c1c(-c2ccccc2)oc2ccc(OCC)cc12	9.9%	-20.1%	-0.368	-0.301	0.776	0.171	2.4	2.5	7.8	0.4	530	-0.13	1257	i	33.4	i	-16.0%
Cc1cccc(-c2nc(CSCC(=O)NCCCN3CCOCC3)c(C)o2)c1	12.9%	14.3%	0.913	0.0671	0.793	0.0873	6.6	2.3	17.5	x	x	x	x	i	22.0	i	5.1%
COC(=O)c1ccc(/C=N/N2CCN(Cc3ccc(C)cc3C)CC2)cc1	18.4%	-0.3%	-0.00134	-0.235	0.133	0.62	2.6	2.0	7.7	x	x	1	1264	i	-4.2	i	-10.1%
